Caspase-1 inhib: caspase-1 (human) inhibition, allosteric or competitive; Caspase-1 enzyme, Ac-WEHD-AFC fluorogenic rate; Potency, µM (series often up to 57.5 µM), inactives show at the highest dose activity change, negative = inhibition, actives largely listed as inhibitors; 75,000 compounds, 0.03% hits; AID 900; P29466;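 note: potency is the fitted concentration of half-maximal effect; plate controls were vehicle for no effect and no substrate for full effect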
Target sequence (P29466 120-297 limits assumed): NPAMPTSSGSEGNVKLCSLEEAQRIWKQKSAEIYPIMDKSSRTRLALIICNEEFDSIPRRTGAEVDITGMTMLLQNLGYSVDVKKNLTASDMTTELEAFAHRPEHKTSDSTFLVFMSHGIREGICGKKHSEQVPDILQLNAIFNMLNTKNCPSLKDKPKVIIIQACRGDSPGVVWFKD
Target sequence (P29466 317-404 limits assumed): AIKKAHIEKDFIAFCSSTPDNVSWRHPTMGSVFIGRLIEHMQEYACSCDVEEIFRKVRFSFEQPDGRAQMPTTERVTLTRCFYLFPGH
Fluorescein autfl: compound autofluorescence in fluorescein spectral region; Compound autofluorescence, 480/540 nm, fluorescein-equivalent; hits give high values; max fluorescein-equivalent concentration, M; 59,000 compounds, 0.91% hits; in the data active = max fluorescein-equivalent concentration above about 10 nM; inconclusive = between about 1.1 nM and that limit
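In this qHTS profile, compound fluorescence was measured with a 480 nm/540 nm filter pair following a 15-min room-temperature incubation in 100 mM Tris (pH 8.0). A six-point fluorescein series on each plate served for normalization.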
Texas Red fluor: compounds fluorescent in Texas Red spectral region. Compound fluorescence, Texas Red channel, 547/618 nm; hits give high values. max dye-equivalent concentration, M. 59,000 compounds, 0.06% hits. AID 587; in the data active = max dye-equivalent concentration above about 10 nM; inconclusive = between about 1.1 nM and that limit
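Fluorescence at ex 547/em 618 nm, normalized against an on-plate Texas Red standard series to give dye-equivalent concentration per compound concentration. Buffer 100 mM Tris, pH 8.0; 15 min RT incubation before CCD imaging.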
USP2a inhib: USP2a (human) protease inhibition; USP2a enzymatic assay, qHTS inhibition; 60,000 compounds, 0.1% hits; O75604; Potency, µM (titrated, usually from 38.3 µM), without a hit: at the top dose activity change, negative = inhibition, usual class: inhibitors;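 note: potency is the fitted concentration of half-maximal effect; nearly all actives have a fitted effect of over 60% in size; plate controls were DMSO for no effect and NEM full inhibition control for full effect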
Target sequence (O75604 whole entry, looked up): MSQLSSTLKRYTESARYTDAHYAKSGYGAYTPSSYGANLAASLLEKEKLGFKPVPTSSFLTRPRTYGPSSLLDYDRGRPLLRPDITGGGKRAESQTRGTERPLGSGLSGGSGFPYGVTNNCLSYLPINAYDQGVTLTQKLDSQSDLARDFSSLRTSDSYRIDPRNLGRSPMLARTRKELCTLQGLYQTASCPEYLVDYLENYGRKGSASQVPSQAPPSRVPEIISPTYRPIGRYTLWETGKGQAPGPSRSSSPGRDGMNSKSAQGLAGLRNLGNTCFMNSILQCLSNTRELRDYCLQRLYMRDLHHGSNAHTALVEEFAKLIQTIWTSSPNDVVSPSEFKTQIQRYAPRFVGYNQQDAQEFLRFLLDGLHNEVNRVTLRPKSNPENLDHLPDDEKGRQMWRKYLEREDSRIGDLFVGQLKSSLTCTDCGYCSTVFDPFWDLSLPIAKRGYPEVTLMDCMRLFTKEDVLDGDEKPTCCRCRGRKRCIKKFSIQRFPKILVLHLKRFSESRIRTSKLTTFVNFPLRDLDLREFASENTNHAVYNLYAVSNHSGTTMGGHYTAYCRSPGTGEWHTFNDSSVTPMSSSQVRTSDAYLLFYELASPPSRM
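USP2 core (20 nM final) was preincubated with compound for 30 min at RT in 20 mM Tris-HCl pH 8.0, 2 mM CaCl2, 2 mM beta-mercaptoethanol; Ub-PLA2 (20 nM) plus NBD C6-HPC (20 uM) then added, fluorescence read after 2.5 h.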
4-MU autofl: 4-MU region autofluorescence; 59,000 compounds, 11% hits; compound autofluorescence, 340/450 nm, 4-MU equivalents; hits give high values; max dye-equivalent concentration, M; in the data active = max dye-equivalent concentration above about 10 nM; inconclusive = mostly about 1.1 nM to 9.6 nM
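Compounds in 100 mM Tris, pH 8.0, sat 15 min at room temperature before fluorescence was read at 340 nm excitation/450 nm emission; a per-plate six-point 4-MU standard curve converted signals to dye-equivalent concentration at each compound concentration.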
BRCT PPI red: disrupts BRCA1 BRCT binding to phosphoprotein, red fluorophore readout; BRCT-phosphopeptide binding, red fluorescence polarization; Potency, µM (highest dose often 76.9 µM), inactives show at the highest dose activity change, negative = inhibition, actives largely listed as inhibitors; 75,000 compounds, 0.03% hits; note: % is set by controls: 0 for no effect and ±100 for the full control effect
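Fluorescence polarization: 100 nM His-tagged BRCA1 BRCT with 100 nM TAMRA-labelled phospho-BACH1 decapeptide, phosphate buffer pH 7.3 with 150 mM NaCl, DTT, 0.01% Tween 20; 12 min RT. Binding inhibition seen as FP decrease.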
A350 fluor: A350 region autofluorescence; max dye-equivalent concentration, M; 59,000 compounds, 11% hits; AID 590; Compound autofluorescence, 340/450 nm, Alexa 350 dye-equivalents; hits give high values; in the data active = max dye-equivalent concentration above about 10 nM; inconclusive = mostly about 1.1 nM to 9.6 nM
HEK293 cAMP ctrl: raises cAMP in parental HEK293 cells, TSHR agonist counter-screen | parental HEK293 CNG cAMP sensor, membrane potential fluorescence | Potency, µM (doses to about 57.1 µM), inactives show top-dose activation, usual class: activators | 73,000 compounds, 2.5% hits | AID 938; note: potency is the fitted concentration of half-maximal effect; % of control where 0% means no effect; nearly all actives have a fitted effect of over 55% in size
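Parental HEK 293 cells stably expressing a cAMP-gated CNG channel were loaded with membrane potential dye containing 100 uM RO 20-1724 for 60 min. Compound added for 30 min; depolarization read as fluorescence intensity at 590 nm.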
Rhodamine autofl: compound autofluorescence in rhodamine spectral region. Rhodamine-region fluorescence, 547/598 nm, Tris buffer; hits give high values. max dye-equivalent concentration, M. 59,000 compounds, 0.05% hits; in the data active = max dye-equivalent concentration above about 11 nM; inconclusive = between about 1.1 nM and that limit
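qHTS spectral profiling of compounds without any target or enzyme present, in pH 8.0 Tris buffer; plates were read after a 15-minute room-temperature incubation using the rhodamine-region filter set.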
BRCT inh green: inhibitors of human BRCA1 BRCT-phosphoprotein interaction (green fluorophore). BRCA1 BRCT-phosphopeptide binding, green fluorescence polarization. Potency, µM (highest dose often 76.9 µM), for the others: at the top dose activity change, negative = inhibition, hits mostly inhibitors. 75,000 compounds, 0.05% hits. AID 875;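 note: potency is the fitted concentration of half-maximal effect; plate controls were peptide without protein for full effect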
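Fluorescence polarization: His-tagged BRCT (~35 kDa BRCA1 C-terminus, 250 nM) bound to 100 nM fluorescein-labeled phosphorylated 10-aa BACH1 peptide, pH 7.3 phosphate buffer with DTT and Tween 20. Compounds incubated 12 min at room temperature; inhibition read as lowered polarization.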
Casp7 inh: blocks human caspase-7 allosterically or competitively; P55210; recombinant caspase-7, Ac-DEVD-AFC fluorescence rate; Potency, µM (series often up to 57.5 µM), without a hit: top-dose activity change, negative = inhibition, hits mostly inhibitors; 75,000 compounds, 0.02% hits; AID 889; active = well fitted inhibition curve with a large enough effect in the main read-out, with a control signal flat, not every such curve was filed as active; inconclusive = small, poorly fitted or top-dose-only effect, or a change in a side signal; note: potency is the fitted concentration of half-maximal effect; % of control where 0% means no effect
Active calls of the source: *; i = inactive; ? = inconclusive; . = not tested or not shown; & = joins results of further samples; ! = not confirmed by another sample; [ ] = remark or other dose. Unless noted, calls come from the whole dose curve; as a rule, active = well fitted curve in the direction sought with a large enough effect; inconclusive = small, poorly fitted or top-dose-only effect, or another doubt; inactive = no such curve, though single readings can be large; an effect the other way counts as inactive or inconclusive.

SMILES	Caspase-1 inhib	Fluorescein autfl	Texas Red fluor	USP2a inhib	4-MU autofl	BRCT PPI red	A350 fluor	HEK293 cAMP ctrl	Rhodamine autofl	BRCT inh green	Casp7 inh
CC/C=C\CC[C@H](OC(=O)c1ccc(Br)cc1)C1=CCCCC1=O	-7%[11.5 µM]	.	.	.	.	0.2%[15.4 µM]	.	16%[11.4 µM]	.	-1.4%[15.4 µM]	1%[11.5 µM]
O=C(CSc1nc2c(c(=O)n1-c1ccc(F)cc1)SCC2)NCC1CCCO1 (stereo unspecified)	1%	i	i	-3%	i	-1.1%	i	12%	i	1.1%	-1%
CCOC(=O)c1cc(C#N)c(SCC(=O)c2cc(C#N)c(SC)nc2C)nc1C	-8%	i	?	8%	i	-0.3%	i	18%	i	-7.3%	-10%
CN(C)/C=C/C(=O)c1nnn(C2CCCCC2)c1NC1CCCCC1	-3%	.	.	35%[activator]	.	1.5%	.	16µM*	.	0.1%	-8%
CC(C)C1Cc2[nH]c(=O)c(C(=O)O)cc2CO1 (stereo unspecified)	-2%	i	i	18%	i	-0.3%	?	17%	i	0.5%	-2%
CCCn1nnnc1SCC(=O)NCc1ccc(OC)cc1	2%	?	i	-2%	i	-1.5%	i	1%	i	-1.7%	0%
CCN(CC)CC(=O)Nc1ccc2c(c1)Nc1ccccc1CC2	-3%	i	i	2%	i	0.7%	i	-19%	i	-4.8%	0%
O=C1CC(c2cccc(Cl)c2)Cc2nc(N3CCN(c4ccccc4)CC3)ncc21 (stereo unspecified)	-1%	i	i	2%	4.5e-08M*	1.0%	?	?	i	0.1%	0%
CC(C)c1cc(C(=O)O)on1	-1%	i	i	-2%	i	0.0%	i	20%	i	0.0%	-1%
Cc1ccc(-n2c(-c3ccncc3)nnc2-c2ccco2)cc1	1%	?	?	16%	i	-0.3%	i	22%	i	3.0%	-3%
CC1Cc2cc(C3(O)C(=O)c4ccccc4C3=O)ccc2N1 (stereo unspecified)	-1%	?	?	20%	i	-0.6%	i	-4%	i	-2.1%	3%
Cc1nnc(SCC(=O)NC2CC2)n1CCc1ccccc1	0%	?	i	-4%	?	0.4%	?	-9%	i	1.1%	0%
COc1ccc(NC2=C(C)C(=O)CC2)cc1	-3%	.	.	1%	.	-0.3%	.	?	.	-5.4%	2%
Cc1noc(C)c1CN1C(=O)NC2(CCc3ccccc3C2)C1=O (stereo unspecified)	1%	?	i	2%	i	-1.4%	i	2%	i	-1.5%	0%
O=C(c1ccco1)N1CCN=C1SCc1ccccc1F	-3%	.	.	.	.	-1.9%	.	20%	.	0.2%	-1%
COc1ccc(-c2cc(C(=O)Nc3c(C)nn(Cc4ccccc4Cl)c3C)no2)cc1OC	-4%	i	i	43%[activator]	i	0.1%	i	4%	i	-0.6%	-1%
CC(O)CNc1nc2c(c(=O)n(C)c(=O)n2C)n1CCc1ccccc1 (stereo unspecified)	.	i	?	.	i	.	i	.	i	.	.
COC(=O)c1ccc(N2CCOCC2)c(NC(=O)Nc2cccc(OC)c2)c1	-5%	.	.	.	.	-1.3%	.	-2%	.	-1.4%	-1%
O=C(Cn1cnnn1)Nc1ccccc1Cc1ccccc1	-2%	?	i	2%	i	0.7%	i	8%	i	-4.4%	-1%
COc1ccccc1CN1CC(C(=O)NC2CCCCC2)CC1=O (stereo unspecified)	1%	i	i	6%	i	0.5%	?	8%	i	-2.0%	0%

3 entries picked at random from the list so far, as already listed:
SMILES	Caspase-1 inhib	Fluorescein autfl	Texas Red fluor	USP2a inhib	4-MU autofl	BRCT PPI red	A350 fluor	HEK293 cAMP ctrl	Rhodamine autofl	BRCT inh green	Casp7 inh
COc1ccccc1CN1CC(C(=O)NC2CCCCC2)CC1=O (stereo unspecified)	1%	i	i	6%	i	0.5%	?	8%	i	-2.0%	0%
CC1Cc2cc(C3(O)C(=O)c4ccccc4C3=O)ccc2N1 (stereo unspecified)	-1%	?	?	20%	i	-0.6%	i	-4%	i	-2.1%	3%
COc1ccc(-c2cc(C(=O)Nc3c(C)nn(Cc4ccccc4Cl)c3C)no2)cc1OC	-4%	i	i	43%[activator]	i	0.1%	i	4%	i	-0.6%	-1%

Other results
SMILES	Caspase-1 inhib	Fluorescein autfl	Texas Red fluor	USP2a inhib	4-MU autofl	BRCT PPI red	A350 fluor	HEK293 cAMP ctrl	Rhodamine autofl	BRCT inh green	Casp7 inh
CCP(=O)(c1ccccc1)C(C)(C)O (stereo unspecified)	2%	.	.	-2%	.	-1.5%	.	?	.	-1.4%	2%
Cc1ccc(C(=O)Nc2ccc3c(c2)OCO3)cc1S(=O)(=O)N1CCCCC1	-5%	i	?	39%[activator]	i	0.3%	i	?	i	1.9%	-4%
O=c1c2sc3nc(N4CCOCC4)c4c(c3c2ncn1Cc1ccco1)CCCC4	.	i	i	.	?	.	?	.	i	.	.
O=C(Cc1cccs1)Nc1nc(-c2ccccc2)cs1	-1%	i	i	6%	i	0.7%	i	29%	i	2.2%	-2%
CC(C)CCNC(=O)NC(=O)CSc1nnc(-c2ccccc2Br)o1	-3%	?	?	31%[activator]	i	-1.1%	i	?	i	-5.3%	-6%
O=C1c2ccccc2C(Nc2ccc3c(c2)OCO3)N1Cc1ccco1 (stereo unspecified)	-2%	.	.	.	.	0.0%	.	15%	.	-1.3%	-5%
O=C(CSc1ccc(Cl)cc1)Nc1ccc(N2CCN(C(=O)c3ccco3)CC2)cc1	-1%	i	i	13%	i	-1.7%	i	5%	i	-2.5%	-4%
O=C1N(CCCN2C(=O)C3(OCCO3)c3ccccc32)c2ccccc2C12OCCO2	0%	i	i	11%	i	0.1%	?	3%	i	-2.7%	0%
O=C(CSc1nc(N2CCCCC2)nc(N2CCCCC2)n1)N1CCc2ccccc21	1%	i	i	5%	i	-0.2%	i	14%	i	-3.0%	-1%
COc1ccc(CNc2nc(-c3ccccc3CN(C)C)nc3ccccc23)c(OC)c1	-1%	i	i	-11%	i	-0.4%	i	?	i	6.9%	-1%
CCCCN(CC)S(=O)(=O)c1cccc2cccnc12	-2%	.	.	.	.	0.0%	.	20µM*	.	-0.4%	0%
O=C(NCc1ccc(F)cc1)C1CC(=O)N(CCc2ccccc2)C1 (stereo unspecified)	-2%	i	?	6%	i	-0.6%	i	-3%	i	-0.8%	1%
O=C(NC1CCCCC1)C(c1ccccc1F)N(Cc1ccco1)C(=O)Cn1nnc2ccccc21 (stereo unspecified)	0%	?	i	10%	i	0.6%	i	20µM*	i	-3.2%	-2%
C=CCNc1nc2c(c(=O)n(C)c(=O)n2C)n1CCCCCC	-1%	i	i	3%	i	-2.0%	i	?	i	-3.1%	1%
N[C@H](C(=O)O)[C@H](O)C(=O)O	5%	.	.	-1%	.	-1.4%	.	?	.	-2.7%	2%
O=C(NCc1ccccn1)c1cc(-n2cnnc2)ccc1Cl	-1%	i	i	-3%	i	-0.4%	i	0%	i	0.0%	2%
COc1cccc(Nc2nnc(SCn3nnc4ccccc4c3=O)s2)c1	2%	?	i	33%[activator]	i	0.4%	i	7%	i	-0.5%	-2%
COc1ccc(NC(=O)Nc2cccs2)cc1OC	-6%	?	i	23%	i	-2.3%	i	-3%	i	2.5%	-9%
CCC(=O)N1CCc2cc(S(=O)(=O)NC(C(=O)NC(C)c3ccccc3)C(C)C)ccc21 (stereo unspecified)	-1%	i	i	1%	i	0.6%	i	1%	i	-2.0%	3%
COc1ccccc1-n1nnnc1SCc1ccccc1	-1%	i	?	-4%	i	1.3%	?	-1%	i	-2.0%	0%
COc1ccccc1S(=O)Cc1ccc(C(=O)O)o1 (stereo unspecified)	1%	i	i	0%	?	-1.5%	?	10%	i	-0.4%	-3%
COc1ccccc1N1CCN(C(=O)COc2ccc(C)cc2Br)CC1	-4%	.	.	15%	.	-1.6%	.	13%	.	2.6%	-4%
COc1cc2c(cc1OC)-c1cc(NC3CCCC3)nc(=O)n1CC2	-3%	i	i	6%	4.8e-08M*	-0.6%	1.2e-08M*	2%	i	-0.3%	-1%
CCc1nnc(NC(=O)CSc2nccn2-c2ccccc2)s1	0%	i	i	12%	i	-0.5%	i	-5%	i	-1.4%	-1%
C=CCNC(=O)C1CC(=O)N(c2ccc(Br)cc2)C1 (stereo unspecified)	-3%	.	.	2%	.	-0.8%	.	-2%	.	-1.0%	0%
c1ccc(C(c2nnnn2Cc2ccco2)N2CCN(C3CCCC3)CC2)cc1 (stereo unspecified)	-1%	?	i	-5%	i	-8.3%	i	?	i	1.0%	-2%
Cc1cccc2cc(CN(CC3CCCO3)C(=O)c3ccco3)c(=O)[nH]c12 (stereo unspecified)	-3%	?	i	14%	?	-0.3%	?	7%	i	9.3%	-13%
Cc1ccc(NC(=O)COC(=O)CN2CSCC2=O)cc1C	-2%	?	i	0%	i	-0.3%	i	-2%	i	-2.1%	0%
Cc1ccc(OC[C@H](O)[C@H](C)NC(C)C)c2c1CCC2	-1%&0%	?	i	1%	i	-4.4%&2.3%	i	40µM*!	i	-0.6%&-1.5%	-1%&0%
O=C(CN1C(=O)C2CC=CCC2C1=O)OCCN1C(=O)c2ccccc2C1=O (stereo unspecified)	2%	?	i	5%	i	-1.9%	i	6%	i	1.0%	-1%

Screening data from PubChem BioAssay.

Not all compounds are listed; rates above refer to the full screens.
